High-throughput results as filed in PubChem BioAssay.
CHO parental Ca: signal in parental CHO cells, OX1R antagonist counter-screen; 0.63% of 330,000 active; parental CHO-K1, ATP-induced calcium, Fluo-8 fluorescence; inhibition, % at 5.6 µM; AID 463079;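 active means inhibition above that plate's mean sample inhibition plus 3 SD, cut at about 26% in these data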;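 further: 0% = ATP-challenged DMSO wells and 100% = DMSO wells without ATP; some compounds past the cut are filed as inactive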
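material = parental CHO cells | also added = ATP as calcium-mobilizing challenge | dosing = single point at 5.6 µM | detection = intracellular calcium via Fluo-8 no-wash fluorescent dye | read-out = % inhibition | benchmarks = low control ATP plus DMSO, high control DMSO only | repeats = one well per compound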
OXTR agonist: agonists of human oxytocin receptor. P30559. CHO-OTR cells, Fluo-8 calcium fluorescence; normalized: DMSO 0%, oxytocin 100%. activation, % at 3 µM. 0.32% of 320,000 active;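 active means activation above the mean of all tested compounds plus 3 SD, cutoff set per screening run, cut at about 20% in these data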;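 further: peak over basal fluorescence ratio from a 100 s FLIPR kinetic read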
V1aR counter: V1a receptor agonism, counter-screen for OXTR agonists; CHO-V1R cells, Fluo-8 calcium fluorescence, agonist mode; 0% DMSO, 100% 3 nM vasopressin; activation, % at 3 µM; 0.25% of 320,000 active; AID 2797;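 active means activation above the mean activation of all tested compounds plus 3 SD, per screening run, cut at about 20% in these data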;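 further: signal is peak over basal fluorescence ratio across a 100 second FLIPR read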
Target sequence (P37288 whole entry, looked up): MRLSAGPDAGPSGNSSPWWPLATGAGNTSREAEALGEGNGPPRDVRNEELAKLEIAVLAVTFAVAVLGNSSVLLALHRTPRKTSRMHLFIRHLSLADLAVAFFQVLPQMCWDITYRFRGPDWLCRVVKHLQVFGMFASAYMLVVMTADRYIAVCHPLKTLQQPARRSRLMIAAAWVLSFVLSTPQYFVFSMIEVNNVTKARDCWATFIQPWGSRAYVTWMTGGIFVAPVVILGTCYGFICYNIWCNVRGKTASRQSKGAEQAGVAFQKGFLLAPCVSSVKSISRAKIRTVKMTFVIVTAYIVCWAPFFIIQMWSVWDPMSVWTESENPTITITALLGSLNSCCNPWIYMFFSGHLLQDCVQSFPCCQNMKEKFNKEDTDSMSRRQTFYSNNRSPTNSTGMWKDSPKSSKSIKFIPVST
GPR7 antag: antagonists of human GPR7 (neuropeptides B/W receptor 1). P48145. GPR7-expressing cells, fluorescence antagonist assay. inhibition, % at 4.4 µM. 1.1% of 290,000 active; in the data active means inhibition above about 16%, passing the limit was not always enough;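 further: cells stimulated with the agonist NPW; 0% = agonist with vehicle and 100% = vehicle without agonist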
Target sequence (P48145 whole entry, looked up): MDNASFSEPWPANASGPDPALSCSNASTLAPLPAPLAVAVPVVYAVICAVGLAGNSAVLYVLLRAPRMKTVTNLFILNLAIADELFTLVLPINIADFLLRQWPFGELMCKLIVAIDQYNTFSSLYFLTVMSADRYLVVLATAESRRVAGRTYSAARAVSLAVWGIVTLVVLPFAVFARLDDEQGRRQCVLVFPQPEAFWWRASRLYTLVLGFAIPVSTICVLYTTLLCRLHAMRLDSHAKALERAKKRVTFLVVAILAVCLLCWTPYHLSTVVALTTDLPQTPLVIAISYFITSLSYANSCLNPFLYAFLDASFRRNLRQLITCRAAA
CHO-K1 Ca antag: counter-screen for M1 antagonists: effect in parental CHO-K1 cells; ATP-induced calcium, Fluo-8 fluorescence; inhibition, % at 3 µM; 0.6% of 360,000 active;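 active means inhibition above a per-plate cutoff, the plate's mean sample inhibition plus 3 SD, cut at about 24% in these data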;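 further: 0% = DMSO plus EC80 ATP and 100% = DMSO alone without ATP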
TAAR1 antagonist: antagonists of human TAAR1. Q96RJ0. CHO RD-HGA16 TAAR1, Fluo-8 calcium fluorescence, antagonist. inhibition, % at 3 µM. 1.5% of 360,000 active. AID 624466;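 active means inhibition above a per-plate cutoff, the mean inhibition of test compounds on that plate plus 3 SD, cut at about 49% in these data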;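 further: 0% = DMSO plus EC80 beta-PEA response and 100% = DMSO alone without agonist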
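Test system: RD-HGA16 CHO cells with stable hTAAR1 and Gα16 / Probe or stimulus: EC80 β-phenethylamine stimulus / Times: seeding 17-24 h prior, 75-min 37 °C, 30-min RT dye loading / Detection: Fluo-8 calcium-sensitive fluorescence / Read-out basis: % inhibition scaled between DMSO and EC80 PEA controls / Repeats: singlicate, one well per test compound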
CHO-K1 Ca ag: M1 agonist counterscreen hit in parental CHO-K1 cells | Fluo-8 calcium fluorescence; scaled to maximal ATP response, vehicle zero | activation, % at 3 µM | 0.48% of 360,000 active; in the data active means activation above about 15%;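 further: untransfected CHO-K1 host cells lacking M1 receptor as counterscreen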
CHO-K1 Ca PAM: nonselective activator or artifact in parental CHO-K1 calcium assay; ATP EC20, Fluo-8 calcium fluorescence; 0% at ATP EC20, 100% at ATP max; activation, % at 3 µM; 0.02% of 360,000 active; AID 602247;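 active means activation above the run cutoff, the mean activation of all test compounds plus 3 SD, cut at about 40% in these data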;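 further: peak over basal fluorescence ratio in a 140 s read after ATP addition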
OXTR potentiator: human OXTR potentiation | activation, % at 3 µM | 0.061% of 320,000 active | CHO-OTR cells, Fluo-8 calcium fluorescence, potentiator mode; 0% = oxytocin EC15, 100% = EC100 | P30559;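 active means activation above that plate's cutoff, the mean activation of tested compounds plus 3 SD, cut at about 6.6% in these data, passing the limit was not always enough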;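 further: 100% uses oxytocin at 75 nM as the full agonist control; some results filed as inactive read as strong as hits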
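Material: human OTR in CHO cells. Compound: 3.0 µM, one dose. Timing: compound 6 min at room temperature before oxytocin, 100 s read. Evaluation: % activation of max/min ratio relative to oxytocin controls. Replication: single well per compound, singlicate. Signal: Fluo-8 calcium dye fluorescence.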
An asterisk follows results filed as active; / = no result given.

Below each compound: CHO parental Ca	OXTR agonist	V1aR counter	GPR7 antag	CHO-K1 Ca antag	TAAR1 antagonist	CHO-K1 Ca ag	CHO-K1 Ca PAM	OXTR potentiator
(1) O=C(Nc1c2c(nn1-c1ccccc1)CS(=O)(=O)C2)c1ccc2c(c1)OCO2
  -9	0.7	0.3	-14	-7	-2	1.3	4	-3
(2) Cc1cc(-n2c(C)cc(C(=O)COc3ccc(Cl)cc3C(N)=O)c2C)no1
  -6	4.7	5.4	/	-15	6	1.7	3	-12
(3) CS(=O)(=O)N(CC(=O)Nc1ccc2c(c1)OCCO2)Cc1ccccc1
  -11	0.8	0.8	12	-9	20	1.7	26	2
(4) C=CCn1cc(C(=O)N2CCN(c3ccccc3)CC2)c(=O)c2cc(S(=O)(=O)N3CCCC3)ccc21
  -16	-0.1	-0.3	-4	3	-20	-0.1	22	-9
(5) CN(C)C(CNC(=O)CSC(=S)N1CCCC1)c1ccccc1 (stereo not drawn)
  -12	-0.4	0.2	/	2	-3	-0.2	19	-7
(6) CCc1cc(=O)oc2c(C)c(OCC(=O)NCCCN3CCCC3=O)ccc12
  1	-0.4	0.1	-4	-13	-12	0.5	-11	-7
(7) Cc1ccc(C(=O)Nc2ccc3c(c2)OCCO3)o1
  -4	-0.5	-0.6	-4	-8	2	-0.2	29	0
(8) Cc1ccc(S(=O)(=O)Nc2ccc3oc(=O)sc3c2)c(C)c1
  -14	2.9	0.9	1	7	21	3.5	-5	-20
(9) COc1ccc(-n2ncc3c2CC(C)(C)CC3NC(=O)CCC2=NNC(=O)CC2)cc1 (stereo not drawn)
  -11	-0.2	0.3	-1	-18	3	-0.3	4	-8
(10) O=C(CSc1nc2ccccc2s1)N1c2ccccc2Sc2ccc(C(F)(F)F)cc21
  -3	3.5	2.4	-18	-6	-12	0.8	6	-13
(11) COc1ccc(C)cc1NC(=O)c1[nH]c(C)c(C(C)=O)c1C
  -13	-2.1	-0.8	-6	-4	6	0.8	11	3
(12) Cc1cc(NC(=O)NCc2ccccc2)c(=O)n(Cc2ccccc2F)c1
  -17	-2.1	-1.1	-18	8	-9	-0.4	-7	-5
(13) CC(=O)Nc1ccc(NC(=O)COc2ccc3c(c2)CCC3)cc1
  -24	0.3	0.2	-10	-3	2	1.1	9	-10
(14) Cc1cc([N+](=O)[O-])nn1CCCC(=O)Nc1cc(Oc2ccccc2)cc([N+](=O)[O-])c1
  -2	0.0	0.0	-1	-9	5	1.1	20	2
(15) Cc1ccccc1OCCCCn1c(CO)nc2ccccc21
  4	11	9.0	0	4	15	10	-5	-8
(16) O=C(c1ccc(OC2CCN(CCc3ccccc3)CC2)cc1)N1CCC(CO)CC1
  -18	0.5	0.4	-18	-14	-27	3.2	6	-9
(17) O=C(NC1CC1)C1=C[C@H](c2ccc3c(c2)OCO3)C[C@H](OCc2ccc(CO)cc2)O1
  -8	-0.5	0.4	-10	-3	8	0.5	2	-5
(18) CCCc1[nH]c2ccc(C#N)cc2c1CCC
  9	-1.8	-0.2	-22	-23	28	1.0	5	-17
(19) COc1ccc(N(CC(=O)Nc2ccc3c(c2)OCO3)S(=O)(=O)c2ccccc2)cc1
  -15	-0.6	0.7	-1	22	-11	-0.3	-18	-11
(20) COc1ccc(C(=O)CSc2nnc(CN3CCCCC3)n2-c2ccc(F)cc2)cc1OC
  -21	8.3	4.8	-5	8	3	5.7	17	-9
(21) CCOc1ccc(OCCCC(=O)Nc2cc(Cl)ccc2-n2cncn2)cc1
  3	-1.9	2.5	/	2	58*	4.2	-14	-1
(22) N#CC(=Cc1ccnc2ccccc12)c1ccccc1
  /	/	/	/	-24	32	10	-1	/
(23) CC(C)CNC(=O)c1cccc(NC(=O)COc2cccc([N+](=O)[O-])c2)c1
  -9	6.6	6.3	-14	-2	-2	4.9	-5	-3
(24) NC(=O)CN1CCN(c2cccc(Cl)c2)CC1
  -2	2.2	1.0	-7	-2	-11	0.4	-7	-2
(25) CCN(c1ccccc1)S(=O)(=O)c1ccc(C(=O)NC2CCN(Cc3ccccc3)CC2)cc1
  13	17	15	/	20	/	14	-25	-10
(26) COc1ccc(C(=O)NCCN2CCN(C(=O)c3ccc(OC)cc3)CC2)cc1
  7	-1.0	-0.6	-11	17	12	-0.1	7	2
(27) Cc1ccc2nc(C3CCN(S(=O)(=O)c4ccc5ccccc5c4)CC3)[nH]c2c1
  -21	-1.7	0.1	-2	-15	22	2.3	20	-9
(28) CCCCCCn1c(=O)c(C(=O)N/N=C/c2cccc(F)c2)c(O)c2ccccc21
  -11	-1.1	-0.5	-13	4	-5	-0.3	-2	-9
(29) CS(=O)(=O)N(CC(=O)N1CCCCC1)c1cccc(F)c1
  -1	0.5	1.1	-1	-2	4	0.5	25	-2
(30) COC(=O)c1ccc(C(=O)NCCCCO)cc1
  -1	0.8	5.0	0	14	-6	0.0	-13	-2
(31) CC(N)c1csc(Nc2ccc(C(=O)NCCCO)cn2)n1 (stereo not drawn)
  /	/	/	/	-2	-7	0.4	5	/
(32) Cc1ccc(C)c(NC(=O)CN(C)C(=O)/C=C/c2ccco2)c1
  -14	-1.0	-0.3	0	-19	-2	0.1	17	-15
(33) CC(/C=N/NC(=O)COc1ccccc1C)=N\NC(=O)COc1ccccc1C
  -18	0.0	-0.2	0	3	-1	0.3	-9	-7
(34) O=S(=O)(c1ccc(Cl)cc1)N1CCCC1c1nc(-c2cccc(Cl)c2)no1 (stereo not drawn)
  -5	0.6	2.2	-8	-23	9	0.6	-2	-11
(35) O=c1c2oc3nc4c(cc3c2ncn1CCCc1ccccc1)CCCC4
  -17	-2.6	-1.5	-7	1	-19	5.7	9	-5
(36) O=C(Nc1ccc(Cl)c(Cl)c1)N1CC=CCC1
  3	-0.8	9.6	-2	-1	-4	1.4	10	-14
(37) CCSC1=NC(C)(C)C=C(C)N1
  -2	0.8	0.9	-14	10	-1	0.6	-5	3
(38) Cc1nc2c(-c3ccccc3)c(C)nn2c(C)c1CC(=O)O
  8	-0.4	0.0	-2	-11	5	-0.3	12	-8
(39) N#CCC(=O)N1CCN(C(c2ccccc2)c2ccccc2)CC1
  -20	-2.1	-1.1	/	-10	-20	-0.2	2	-8
(40) Cc1ccc2nc(SCC(=O)Nc3ccc(C)c(Cl)c3)nc(=O)n2c1
  -10	-0.6	-0.7	/	1	-9	2.1	12	-1
(41) COc1ccccc1N1C(=O)Cc2ccccc2C1=O
  -25	1.3	1.5	-12	-11	-11	0.6	-7	-6
(42) COc1nc(-c2ccccc2)nnc1-c1ccccc1
  /	/	/	-5	-5	-13	0.0	1	/
(43) CC(=O)O[C@H]1C[C@@]2(O)[C@@H](OC(=O)c3ccccc3)C3[C@@](C)([C@@H](O)C[C@H]4OC[C@@]34OC(C)=O)[C@@H](O)[C@H](OC(C)=O)C(=C1C)C2(C)C (stereo partly drawn)
  -12	1.5	1.2	-1	-5	-7	0.4	18	0
(44) O=C1c2ccccc2N2C(=O)c3ccccc3C2N1O (stereo not drawn)
  -2	-1.8	2.0	-4	-5	-3	0.5	12	-4
(45) CCN1CCN(c2ccc(NC(=O)c3cc(OC)c(OC)c(OC)c3)cc2)CC1
  -4	-0.1	-0.4	0	-11	-4	0.2	14	-2

In another format: results already given.
#35 O=c1c2oc3nc4c(cc3c2ncn1CCCc1ccccc1)CCCC4
- CHO parental Ca: -17
- OXTR agonist: -2.6
- V1aR counter: -1.5
- GPR7 antag: -7
- CHO-K1 Ca antag: 1
- TAAR1 antagonist: -19
- CHO-K1 Ca ag: 5.7
- CHO-K1 Ca PAM: 9
- OXTR potentiator: -5
#42 COc1nc(-c2ccccc2)nnc1-c1ccccc1
- CHO parental Ca: /
- OXTR agonist: /
- V1aR counter: /
- GPR7 antag: -5
- CHO-K1 Ca antag: -5
- TAAR1 antagonist: -13
- CHO-K1 Ca ag: 0.0
- CHO-K1 Ca PAM: 1
- OXTR potentiator: /

New compounds follow:
Below each compound: CHO parental Ca	OXTR agonist	V1aR counter	GPR7 antag	CHO-K1 Ca antag	TAAR1 antagonist	CHO-K1 Ca ag	CHO-K1 Ca PAM	OXTR potentiator
(46) CC1=NN(c2ccc(Cl)cc2)C(=O)C1
  -5	6.8	2.8	1	-3	-4	4.0	12	1
(47) CN(C)/C=C(\C#N)C(N)=C(C#N)C#N
  5	-0.9	-0.8	-5	-1	6	0.8	1	-15
(48) CN(C)S(=O)(=O)c1cccc(NC(=O)c2cccc(S(=O)(=O)N3CCCCC3)c2)c1
  1	0.7	3.5	/	-10	22	0.6	-20	-3
(49) CC(=O)Nc1nnc(SCc2ccc(F)cc2)s1
  -5	-0.1	0.8	7	-24	-16	0.8	5	-2
(50) COc1ccc(CNC(=O)c2cc(SC)ccc2Cl)cc1OC
  -3	3.0	2.4	5	-9	-21	6.8	-1	-15
(51) Cc1cc([N+](=O)[O-])cc2ncccc12
  6	0.1	0.3	-4	-11	6	0.6	18	-9
(52) COC(=O)CNC(c1ccccc1)c1cc(Cl)ccc1NC(=O)c1cccc(Cl)c1 (stereo not drawn)
  -15	-1.6	2.0	19	-13	87*	0.4	27	-7
(53) CCCOC(=O)c1c(NC(=O)/C=C/c2cnn(C)c2C)sc(C(=O)OCC)c1C
  -15	-0.2	-0.4	-10	-27	-6	-0.1	-1	-4
(54) Cc1ccccc1C(=O)NNC1CC(=O)N(c2ccc3c(c2)OCCO3)C1=O (stereo not drawn)
  3	0.0	-0.7	-2	28*	1	0.1	-16	-1
(55) C/C(=N/NC(=O)c1sc(NS(=O)(=O)c2ccccc2)nc1C)c1ccc(F)cc1
  -22	-0.8	-0.1	0	11	-2	0.3	-8	-5
(56) O=C(COC(=O)c1ccccc1)NC(=O)NC1CCCC1
  /	/	/	/	2	-17	0.2	6	/
(57) Cc1ccccc1Cn1c(=O)sc2ccccc2c1=O
  -7	-2.4	-1.3	3	-1	-2	0.1	14	-3
(58) Cc1cccc(-n2c(SCc3cc(=O)n4c(C)cccc4n3)nc3[nH]ncc3c2=O)c1
  -24	1.9	2.2	7	/	/	/	/	-2
